Source: PubChem (several laboratories)
PriA SSB inh: K. pneumoniae PriA-SSBct interaction inhibition | 430,000 compounds, 0.6% hits | AlphaScreen SSBct-PriA binding, biotinylated peptide | inhibition, % at 33 µM; in the data active = inhibition mostly above about 37%, no sharp cut-off; inactive = mostly below about 20%;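 also: plate controls were negative control peptide for no effect and reference peptide for full effect; strong numbers were not always called active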
PrPC TRFRET: reduces human prion protein on the cell surface; AID 720596; cell surface PrPC, TR-FRET read-out; 370,000 compounds, 0.43% hits; inhibition, % at 13.8 µM; in the data active = inhibition above about 24%; also: 0% = median of the test wells and 100% = reference compound wells
Vc quorum ag: quorum light induction in luxS cqsA deficient V. cholerae; AID 588436; V. cholerae BH1578 lux reporter, luminescence, 6 h; 350,000 compounds, 0.16% hits; activation, % at 18.7 µM; in the data active = activation mostly above about 9.7%, no sharp cut-off; inconclusive = no clear call, values can overlap the other calls; inactive = mostly below about 3.7%; also: not every result past the cut was called active; inactives centre near 0; reference of the scale not given here
Anthrax LF inh2: blocks Bacillus anthracis lethal factor protease; multiplex microsphere protease cleavage assay, LF; AID 588501; P15917; 360,000 compounds, 0.12% hits; inhibition, % at 10 µM; also: plate controls were buffer without enzyme for full effect and enzyme alone for no effect
BoNT-A LC inh2: inhibitors of Botulinum neurotoxin A light chain protease. multiplex microsphere protease substrate cleavage, flow cytometry. inhibition, % at 10 µM. AID 588499. 360,000 compounds, 0.17% hits; also: plate controls were buffer without enzyme for full effect and enzyme alone for no effect
TcdB GH inh: TcdB glycohydrolase inhibition; TcdB glycohydrolase enzymatic assay, plate reader; 350,000 compounds, 0.24% hits; P18177; inhibition, % at 9.99 µM; in the data active = inhibition above about 10%
3CLpro inhibitor: SARS-CoV 3CLpro protease inhibition | P0C6X7 | recombinant SARS-CoV 3CLpro, quenched FRET peptide cleavage | inhibition, % at 6 µM | 290,000 compounds, 0.14% hits | AID 1706; in the data active = inhibition above about 12%
PfHsp40 yeast: rescue of PfHsp40-mediated yeast toxicity; 340,000 compounds, 0.68% hits; S. cerevisiae expressing PfHsp40, growth rescue, ATP luminescence; growth rescue, % at 12.5 µM; in the data active = growth rescue above about 28%, passing the limit was not always enough; inconclusive = no clear call, values can overlap the other calls;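 also: yeast W303a lacking pdr1 and pdr3 grown in galactose medium; growth measured after three days at 30 °C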
Yp Topo-I inh: inhibitors of Yersinia pestis topoisomerase I; Y. pestis Topo-I cleavage product accumulation, plate reader; activity, % at 10 µM; 360,000 compounds, 0.064% hits; AID 504884; in the data active = activity above about 50%, passing the limit was not always enough; inconclusive = no clear call, values can overlap the other calls; also: inactives centre near 2
The depositor's hits bear a star; i = inactive; ? = inconclusive; nt = no result given; & = joins results of further samples. Rule as the data show it, unless noted: active = inhibition above about 30%; inconclusive = no clear call, values can overlap the other calls; inactive = below that. This is a subset (hit frequency here may not be typical).

entry	SMILES	PriA SSB inh	PrPC TRFRET	Vc quorum ag	Anthrax LF inh2	BoNT-A LC inh2	TcdB GH inh	3CLpro inhibitor	PfHsp40 yeast	Yp Topo-I inh
1	Cc1ccc(C)c2nc(Cl)c(C3NC(=O)c4ccccc4N3)cc12 (stereo unspecified)	-9.8	12.5	i	1.5	-0.8	10.4*	0.7	-0.5	4.9
2	CCOC(=O)C1(Cc2cccc(OC)c2)CCN(Cc2ccc3c(c2)OCCO3)CC1	1.6	-2.1	i	-0.6	0.2	6.7	-5.2	-1.1	20.9
3	COc1ccc(N2CCN(c3nc(Cl)nc(N4CCOCC4)n3)CC2)cc1	-2.2	3.9	-0.3	1.6	0.4	nt	-1.1	-1.0	1.8
4	CC1=CCC(C(=O)O)(C(=O)N/N=C/c2cccs2)C(c2ccc(F)cc2)C1 (stereo unspecified)	nt	-3.8	1.0	1.6	0.9	nt	0.1	0.5	-4.1
5	CN(C)CCCN1C(=O)c2cccc3cccc(c23)C1=O	-2.0	-32.7	-0.8	0.2	-1.0	1.0	-4.4	-0.3	-6.2
6	Cc1cc(C)cc(NC(=O)c2nnn(Cc3cc(C)ccc3C)c2N)c1	-18.6	nt	-0.1	-10.7	-1.0	nt	4.0	10.5	-2.2
7	Cc1ccc(C2(c3ccccc3)NC(=O)N(CC(=O)NCc3ccco3)C2=O)cc1C (stereo unspecified)	8.4	13.0	4.0	-5.7	-0.5	1.4	nt	0.7	-4.1
8	N#CCCCSc1nnc(-c2ccccn2)o1	-9.0	0.2	-0.4	5.6	2.0	nt	-3.0	-1.5	6.1
9	O=C(c1cc(-c2cccc(Cl)c2)on1)N1CCCC1	4.6	4.1	-0.5	-2.0	-1.3	1.3	-2.3	-0.7	-0.5
10	Cc1ccc(S(=O)(=O)N2CCN(C(=O)C3CC3C)CC2)c(C)c1 (stereo unspecified)	-9.8	1.0	i	0.8	-1.9	-0.3	nt	-1.7	8.7
11	COc1ccc(/C=C/C(=O)c2c(C)nc3ccccn23)cc1	-4.0	0.7	-0.7	5.5	0.3	nt	-0.2	0.4	-0.1
12	NS(=O)(=O)c1ccc(CNC(=O)C2CCCN2C(=O)c2cccs2)cc1 (stereo unspecified)	-0.8	-3.6	1.1	1.9	0.3	-7.1	nt	-0.1	1.4
13	COc1ccc(C2CC(c3cccs3)=NN2S(C)(=O)=O)cc1 (stereo unspecified)	0.1	-2.4	-4.8	-4.8	-0.1	1.5	1.7	0.0	7.8
14	CCOC(=O)/C=C1\SCC(=O)N1CC(=O)NC(C)c1ccccc1 (stereo unspecified)	-8.2	-4.9	0.1	1.6	-0.3	nt	-3.8	-0.1	-3.2
15	Cn1nc(C(C)(C)C)cc1NC(=O)Nc1ccc(Cl)cc1	-6.9	-5.0	i	-10.3	-0.4	1.7	8.3	0.7	-2.5
16	N#Cc1c(SCC(=O)Nc2nc3ccc(Br)cc3s2)sc2c(O)cc(=O)[nH]c12	3.0	9.0	i	-4.1	0.0	2.2	-4.6	0.2	-6.4
17	COc1ccc(S(=O)(=O)CCc2nnc(NC(=O)c3ccc(F)cc3)s2)cc1	-11.4	3.5	-0.2	-1.3	0.6	1.6	-0.7	-0.9	-3.9
18	CC(NC(=O)c1ccccc1F)C12CC3CC(CC(C3)C1)C2 (stereo unspecified)	-17.9	-14.3	0.5	6.4	0.1	1.3	nt	0.5	13.3
19	COC(=O)[C@]1(C)N[C@H](CN(C)S(=O)(=O)c2ccccc2)[C@@H]2C(=O)N(Cc3ccccc3)C(=O)[C@@H]21	1.7	4.5	1.5	-2.3	-1.1	0.1	nt	2.3	-3.4
20	CCN(CC(=O)Nc1ccccc1C(F)(F)F)C(=O)c1cc2c(s1)CCCCC2	-6.3	4.0	-2.8	-4.6	-1.3	0.6	nt	-0.1	31.0
21	CC(C)c1ccc(Nc2nnc(SCC(=O)c3nnc(-c4ccccc4)o3)s2)cc1	20.4	3.2	-0.4	-3.6	-0.4	nt	4.2	199.7*	-17.6
22	O=C(CC1(O)C(=O)Nc2ccccc21)c1ccccc1 (stereo unspecified)	-14.1	0.0	-0.2	4.3	0.0	3.3	-4.3	0.2	-1.1
23	Cc1cc(C(=O)Nc2nc(C)c(C(=O)N(C)C)s2)ccc1[N+](=O)[O-]	-5.5	-17.4	-0.2	0.3	-0.4	-1.2	-2.0	-0.6	-0.4
24	O=S(=O)(O)Sc1ccccc1	nt	-4.8	-4.5	3.3	0.5	-0.1	nt	nt	-1.5
25	CCOc1cc(/C=C/c2cccc[n+]2C)ccc1O	2.1	-36.7	i	nt	nt	3.1	-1.0	0.4	4.0
26	Cc1cccc2c1N1C(=O)c3c(C(=O)O)cccc3C1CC2C (stereo unspecified)	-8.0	2.8	i	-7.1	0.3	nt	-4.8	-1.8	10.3
27	CCCCC(=O)Nc1sc(C(=O)N(CC)CC)c(C)c1C(=O)OC	-17.8	-7.0	-4.3	-1.5	1.0	nt	-0.6	-0.6	8.7
28	C/C(=N\NC(=O)c1ccc(O)cc1)c1cc2ccccc2o1	nt	0.9	2.3	1.1	-2.4	-0.1	4.9	0.4	6.9
29	COc1cc(OC)cc(-c2nc3nc(C)c(CCC(=O)NCc4ccco4)c(C)n3n2)c1	-7.1	10.0	i	0.2	-4.9	nt	-1.5	-0.6	1.0
30	Cc1noc(C)c1C(=O)NC(C)C12CC3CC(CC(C3)C1)C2 (stereo unspecified)	-13.2	-2.5	nt	-1.9	-0.4	1.4	0.6	0.5	-1.1
31	COc1nc(-c2cnccn2)sc1C	-13.7	-4.3	-0.3	1.2	-0.5	1.9	2.9	-0.4	4.9
32	O=C(CCCc1nc(-c2ccccc2)no1)NC1CCCC1	-19.8	7.4	-0.1	0.4	1.0	-0.7	-2.3	1.5	-4.2
33	COc1ccc(C(=O)NCC2(N3CCCCC3)CCCCC2)cc1S(=O)(=O)N(C)C	-0.2	-6.5	-0.2	-1.5	0.1	1.5	0.2	-0.6	-4.9
34	CC(C)(C)OC(=O)N(Cc1ccccc1)Cc1ccc(OCc2cccc(NC(=O)c3ccccc3)c2)cc1	-9.4	-3.1	i	2.7	0.0	-0.2	nt	-1.7	24.3
35	Cc1cccc(-n2ccnc2SCC(=O)Nc2nccs2)c1	16.2	0.1	i	1.1	0.2	nt	-0.6	0.6	-3.0
36	Cc1nnc(NC(=O)CCSCCC(=O)Nc2nnc(C)s2)s1	-6.7	-5.6	i	-2.4	0.0	1.0	1.9	0.2	-4.0
37	CC(C)(C)c1ccc(OCC(=O)NNC(=S)NC(=O)c2ccccc2[N+](=O)[O-])c(Br)c1	-17.2	-6.2	-0.7	-1.9	-0.3	1.3	-0.3	?	-7.5
38	CCOc1cc(NC(=O)c2cccs2)c(OCC)cc1NC(=O)c1ccccn1	-5.9	-2.4	-0.5	0.1	-0.9	0.6	-3.2	1.3	-7.0
39	CCCCCCC(=O)Nc1nnc(CC)s1	-14.7	4.6	-0.3	-1.8	0.0	nt	2.5	-0.7	2.6
40	O=C1CSC(c2ccncc2)N1Cc1ccc(F)cc1 (stereo unspecified)	-10.0	-1.4	i	-0.9	?	-0.1	5.3	0.5	4.2

Limited to 3CLpro inhibitor and PrPC TRFRET, for two of the compounds above:
no.	SMILES	3CLpro inhibitor	PrPC TRFRET
18	CC(NC(=O)c1ccccc1F)C12CC3CC(CC(C3)C1)C2 (stereo unspecified)	nt	-14.3
19	COC(=O)[C@]1(C)N[C@H](CN(C)S(=O)(=O)c2ccccc2)[C@@H]2C(=O)N(Cc3ccccc3)C(=O)[C@@H]21	nt	4.5

(continued)
entry	SMILES	PriA SSB inh	PrPC TRFRET	Vc quorum ag	Anthrax LF inh2	BoNT-A LC inh2	TcdB GH inh	3CLpro inhibitor	PfHsp40 yeast	Yp Topo-I inh
41	COc1ccc(S(=O)(=O)N(C)C[C@@H]2Oc3cc(Br)ccc3S(=O)(=O)N([C@H](C)CO)C[C@@H]2C)cc1	nt	-9.7	2.1	8.5	0.1	0.9&0.4	nt	nt	16.3
42	Cc1onc(-c2ccccc2)c1C(=O)OCC(=O)Nc1ccc(Cl)cc1	-9.6	15.3	-1.9	-3.7	-0.2	-0.4	nt	0.9	-1.8
43	Cc1c(S(=O)(=O)c2ccccn2)c(N)n(Cc2cccc(Cl)c2)c1C	0.7	4.1	i	?	?	-0.3	-4.0	nt	6.9
44	O=C(CNC(=O)c1ccc(C(F)(F)F)cc1)NC1CC1	-8.1	0.2	5.9	-4.1	-0.3	-0.5	nt	-1.4	0.5
45	CC(=O)Nc1ccc2oc(C)nc2c1	-4.0&-15.1	2.6	-0.6	-2.1	-0.6	-2.1	2.3	-0.4	-7.9
46	COc1ccc([N+](=O)[O-])cc1NC(=O)CCN1CCN(c2ccccc2)CC1	-2.4	4.2	-0.2	-0.8	-1.5	-0.7	1.7	-0.8	9.6
47	CC(=O)Nc1cc(C(=O)NCc2ccco2)ccc1Sc1ccc(Cl)cc1	-9.8	9.4	-0.4	-1.9	-0.7	-0.6	0.2	-1.5	-5.3
48	CC1Cc2ccccc2N1C(=O)CSc1nnc2n1C(C)(C)Cc1ccccc1-2 (stereo unspecified)	-4.7	3.9	-0.1	7.3	-2.3	nt	2.0	0.0	4.4
49	CCOc1ccc(N2C(=O)C(c3ccccc3)=C(c3nc4ccccc4s3)C2NC(C)=O)cc1 (stereo unspecified)	-13.4	-1.8	i	-2.5	1.8	nt	7.7	-0.3	34.7
50	CN1CCCN(Cc2ccc(Cl)cc2Cl)CC1	5.2	2.8	i	-3.4	-0.5	1.4	4.8	-0.2	-5.2
51	N#Cc1cccc(NC(=O)CSc2sc3c(O)cc(=O)[nH]c3c2C#N)c1	2.0	10.0	-0.3	2.4	1.3	0.3	-9.3	4.2	-2.6
52	Fc1ccccc1N1CCN(Cc2ccc3c(c2)OCO3)CC1	-11.5	2.9	i	0.3	3.5	nt	-2.5	0.8	11.8
53	COc1ccccc1CNC(=S)Nc1cc(C)ccc1C	12.6	-0.4	-0.3	-9.3	-1.3	0.4	1.6	19.6	-7.0
54	O=C(c1ccccc1)N1CCc2ccccc21	-24.3	6.7	i	9.1	-1.0	nt	0.0	8.7	-9.9
55	C=CC[C@@H](CC(=O)N[C@@H](CO)Cc1ccccc1)C(=O)N[C@@H](COC(=O)[C@@H](CC=C)Cc1ccc(F)cc1)Cc1ccccc1	-5.5	2.5	i	3.4	-0.2	-1.0	nt	0.1	43.0
56	Cc1ccc(Oc2ccccc2NC(=O)C2=COCCO2)cc1	-6.6	-15.7	i	-1.1	0.9	0.6	nt	1.4	21.0
57	Cc1nnc(SCc2ccccc2CSc2nnc(C)s2)s1	-0.6	-2.3	-0.3	2.6	-0.4	nt	-0.8	-0.8	15.5
58	CC(C)(C)c1ccc(C(=O)N2CCC(NC(=O)c3ccccc3)CC2)cc1	0.5	-10.0	i	-1.7	-4.0	-0.7	2.6	0.6	34.5
59	COc1ccc(/C=N/NC(=O)c2ccccc2O)cc1COc1ccccn1	i	4.7	-4.2	-3.5	1.1	0.2	0.8	0.5	-1.0
60	CCN1CCN(CCNC(=O)c2ccc(CS(=O)c3ccc(Cl)cc3)o2)CC1 (stereo unspecified)	-3.6	-5.3	i	1.1	-0.2	-0.4	-0.1	-0.3	-3.4
61	Clc1ccc(-n2nnnc2CN2CCOCC2)cc1	-16.4	2.9	-0.7	-6.5	0.3	nt	-0.3	-0.4	4.1
62	COc1ccc(NC(=O)/C(C#N)=C\c2ccc(-c3cc(C(=O)O)ccc3C)o2)cc1	-3.8	-10.9	i	5.0	2.9	0.8	-0.8	0.3	7.0
63	O=C(c1cccc(NS(=O)(=O)c2ccccc2)c1)N1CCCCC1	-3.1	3.2	-0.5	nt	nt	0.7	nt	-0.3	-2.2
64	O=C(Nc1ccccc1)OCc1cc(-c2ccc(Cl)cc2)on1	0.4	0.1	i	-1.4	-1.4	nt	6.6	-0.9	-7.7
65	CCCCc1ccc(S(=O)(=O)NCCc2ccncc2)cc1	-7.6	13.2	i	-15.0	-3.6	nt	-5.0	0.6	8.9
